ADAM10 inh – human ADAM10 inhibitors, primary screen, biochemical, QFRET, HTS. AID 720582, 2013. inhibition, % at 7 µM. Disintegrin and metalloproteinase domain-containing protein 10 (Homo sapiens), O14672. 0.62% of 370,000 active. recombinant ADAM10, EDANS/DABCYL FRET peptide cleavage, 3 h;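 active = inhibition above a per-campaign cutoff equal to the mean of compounds falling between control-based bounds plus 3 SD, cut at about 20% in these data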;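 also: 0% = DMSO wells while the 100% control is not disclosed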
Target sequence (O14672 214-748 limits assumed): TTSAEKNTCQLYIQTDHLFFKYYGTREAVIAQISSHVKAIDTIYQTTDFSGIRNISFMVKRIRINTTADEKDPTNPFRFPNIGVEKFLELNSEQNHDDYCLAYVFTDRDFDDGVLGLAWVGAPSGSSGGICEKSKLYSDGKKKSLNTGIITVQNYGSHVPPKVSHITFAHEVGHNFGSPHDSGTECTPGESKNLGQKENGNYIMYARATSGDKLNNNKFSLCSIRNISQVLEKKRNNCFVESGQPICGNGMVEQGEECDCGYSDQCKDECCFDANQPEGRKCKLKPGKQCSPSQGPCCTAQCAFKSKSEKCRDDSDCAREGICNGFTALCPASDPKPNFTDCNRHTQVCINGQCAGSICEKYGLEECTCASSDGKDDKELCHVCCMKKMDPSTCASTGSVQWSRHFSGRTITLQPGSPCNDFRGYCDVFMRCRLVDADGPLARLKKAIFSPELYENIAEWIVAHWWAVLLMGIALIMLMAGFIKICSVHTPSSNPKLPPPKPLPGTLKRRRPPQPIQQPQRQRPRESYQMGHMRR
GAA850 FXN act – FXN promoter activators, primary screen, cell-based, luciferase luminescence, HEK293 lucGAA850; 0.56% of 360,000 active; AID 540364, 2011; activation, % at 6 µM; HEK293 lucGAA850 FXN promoter luciferase reporter, 24 h; percent of 10 µM SAHA response;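 active = activation above the average of all compounds screened plus 3 SD, cutoff fixed separately per campaign, cut at about 7.5% in these data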;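 also: 0% = DMSO wells and 100% = 10 µM SAHA wells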
SMARCA2 activ – SMARCA2 (BRM) function activators, primary screen, cell-based, luminescence, high throughput; 1% of 370,000 active; AID 652017, 2013; MG213 cells, MMTV-luciferase reporter, dexamethasone, overnight; activation, % at 9.1 µM; in the data active = activation above about 7.8%;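 also: 0% = vehicle wells and 100% = reference activator wells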
DAX1 inh-1 – DAX1 (NR0B1) inhibitors on StAR promoter, primary screen, cell-based, luminescence, SF-1 (NR5A1), full-length DAX-1 | inhibition, % at 6.8 µM | 1.1% of 370,000 active | HEK293T StAR-luciferase reporter, SF-1/DAX-1 repression relief | AID 652010, 2013;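 active = inhibition above the mean over all tested compounds plus 3 SD, cut at about 3.6% in these data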;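 also: 0% = DAX-1 cells with DMSO and 100% = cells lacking DAX-1 with DMSO; higher inhibition means more luminescence from relief of DAX-1 repression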
ADAM17 inh – ADAM17 inhibitors, primary screen, biochemical, QFRET; inhibition, % at 6.95 µM; 0.83% of 370,000 active; recombinant ADAM17, EDANS/DABCYL FRET peptide cleavage;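 active = inhibition above the mean of compounds lying between control limits plus 3 SD, set per campaign, cut at about 8.5% in these data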;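 also: 0% = DMSO-only wells as the low control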
PG9 Ab binder – binders of HIV-1 gp120 antibody PG9, primary screen, biochemical, TR-FRET. inhibition, % at 6.7 µM. TR-FRET gp120-PG9 antibody binding. AID 624416, 2012. 0.43% of 360,000 active. HIV-1 gp120 / PG9 antibody interaction; in the data active = inhibition above about 8.5%
ssDAF-12 act – S. stercoralis DAF-12 nuclear receptor activators, primary screen, cell-based, luminescence, HEK293, GRIP1 co-expression, lit1-tk-luc; Nuclear hormone receptor DAF-12 (Strongyloides stercoralis); HEK293 ssDAF-12/GRIP1 lit1-tk-luc reporter; % of 3 µM dafachronic acid response; activation, % at 6.8 µM; 1% of 370,000 active;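 active = activation above the mean over all tested compounds plus 3 SD, cut at about 0.9% in these data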;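 also: 0% = DMSO-only wells and 100% = 3 µM delta7-dafachronic acid wells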
DAX1 inh-2 – DAX1 (NR0B1) inhibitors, primary screen, cell-based, HEK293, Gal4-DAX1, luciferase luminescence. Nuclear receptor subfamily 0 group B member 1 (Homo sapiens), P51843. HEK293 Gal4-DAX1 luciferase reporter. inhibition, % at 6.75 µM. 0.99% of 340,000 active. AID 504766, 2011;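 active = inhibition above the mean over all tested compounds plus 3 SD, cut at about 4.2% in these data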;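 also: 0% = DAX1-transfected cells with DMSO and 100% = empty-vector control cells with DMSO; inhibition shows as a rise in luminescence from relieved DAX1 repression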
Target sequence (P51843 207-470 limits assumed): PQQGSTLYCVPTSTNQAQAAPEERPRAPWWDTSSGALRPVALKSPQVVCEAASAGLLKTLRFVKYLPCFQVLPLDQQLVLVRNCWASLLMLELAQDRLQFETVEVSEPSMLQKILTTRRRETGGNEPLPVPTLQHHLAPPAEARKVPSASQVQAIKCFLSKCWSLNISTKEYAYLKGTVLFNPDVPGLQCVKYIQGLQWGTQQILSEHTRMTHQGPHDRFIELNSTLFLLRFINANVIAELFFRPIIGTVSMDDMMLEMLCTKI
hcDAF-12 act – H. contortus DAF-12 nuclear receptor activators, primary screen, cell-based, luminescence, HEK293, lit1-tk-luc reporter. HEK293 hcDAF-12 lit1-tk-luc reporter; 0% DMSO, 100% Δ7-dafachronic acid. activation, % at 6.8 µM. 1.4% of 370,000 active. AID 652067, 2013;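 active = activation above the mean of all tested compounds plus 3 SD, cut at about 5.5% in these data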;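 also: 100% = response to 3 µM Δ7-dafachronic acid high control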
hgDAF-12 ag – H. glycines DAF-12 receptor agonists, primary screen, cell-based, luminescence, HEK293, GAL4 fusion, UAS-luciferase; Nuclear hormone receptor DAF-12 (Heterodera glycines), GAL4 fusion; HEK293 GAL4-hgDAF12 UAS-luciferase reporter, agonist luminescence; normalized to butyrate control; activation, % at 6.8 µM; 1.8% of 370,000 active;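 active = activation above a cutoff set at the mean of all screened compounds plus 3 SD, cut at about 10% in these data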;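 also: 0% = DMSO wells and 100% = sodium butyrate wells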
GC-A act – GC-A stimulated cGMP production enhancers – HEK293 GC-A cells, cGMP TR-FRET, EC30 ANP, primary screen; Atrial natriuretic peptide receptor 1 (Homo sapiens), P16066; 0% at EC30 ANP, 100% saturating ANP; activation, % at 10 µM; 0.14% of 370,000 active; in the data active = activation above about 40%
* = called active by the depositor; i = inactive; . = not tested or not shown. No enrichment for hits. About 6.8% of those tested had a hit in this group.

Molecule	DAX1 inh-1	GAA850 FXN act	ADAM17 inh	hcDAF-12 act	ADAM10 inh	SMARCA2 activ	ssDAF-12 act	hgDAF-12 ag	GC-A act	DAX1 inh-2	PG9 Ab binder
Cc1ccccc1C(=O)NCc1nnc(SCC(=O)N2c3ccccc3Sc3ccccc32)n1C	0.0	2.2	-3	-0.8	3	-2	-0.6	-1.5	-4	-1.1	-1.4
FC(F)(F)C(F)(F)C(F)(F)c1nc2nc(Cl)c(Cl)nc2[nH]1	0.2	0.4	-21	1.5	-96	6	-0.5	1.0	5	1.0	2.8
O=C(CCl)Nc1cc(SCC(O)CO)cc([N+](=O)[O-])c1 (centres undefined)	-4.8	-17	0	-5.0	8	-12	-2.9	-13	4	-3.6	-2.9
Cc1nnc(SCC(=O)Nc2cccc(S(=O)(=O)NC3=NCCCCC3)c2)n1Cc1ccccc1	0.8	1.4	-1	-1.0	-3	-1	-1.2	1.1	1	0.3	0.6
CCC1(c2ccccc2)NC(=O)N(CC(=O)Nc2cccnc2Cl)C1=O (centres undefined)	0.6	0.5	-5	3.1	-2	-4	-0.5	2.4	0	0.6	0.8
Cc1sc(-c2ccccn2)nc1OC(=O)c1ccc(Cl)cc1	-0.1	0.8	0	0.5	1	-3	-1.3	-0.9	5	1.4	-0.3
CCOC(=O)C1=C(CC)Nc2ccccc2N/C1=N\S(=O)(=O)c1cc(Br)ccc1Br	-0.6	0.1	2	-1.3	6	-5	-1.0	-1.3	-1	.	-0.9
COc1ccc(-c2nn(-c3ccccc3)cc2/C=N/Nc2ccccn2)cc1OC	0.0	4.8	5	-0.5	2	-2	-0.9	1.5	1	-3.0	-2.8
c1csc(CNCCN2CCOCC2)c1	-0.5	1.8	8	-0.7	0	-4	-0.8	-0.8	1	-0.2	-1.8
COC(=O)[C@]1(C)N[C@H](CN(C)C(=O)Nc2ccc(Cl)cc2)[C@@H]2C(=O)N(Cc3ccccc3)C(=O)[C@@H]21	-0.6	18*	0	-1.8	2	3	-1.2	1.4	-4	-1.7	0.0
O=C(c1ccc(C(F)(F)F)cc1)C1CCCN(C(=O)Cn2cncn2)C1 (centres undefined)	-0.1	-0.7	-3	-1.6	-6	3	-1.4	1.7	2	0.8	-3.0
NC(=O)C1(N2CCCCC2)CCN(S(=O)(=O)c2cc(Cl)sc2Cl)CC1	0.2	0.5	4	-1.8	-3	-1	-1.3	-1.0	-7	.	0.1
Brc1ccccc1/C=N/N1CCCCC1	1.0	0.7	2	-1.7	4	1	-0.8	-1.8	-7	1.4	0.2
COC(=O)c1c(-c2ccc(F)cc2)csc1NC(=O)C1CCCO1 (centres undefined)	2.8	4.4	-2	-1.1	7	2	-1.7	12*	-1	-1.2	0.2
CS(=O)(=O)Nc1cccc(NC(=O)c2ccc(-n3ccnc3)c3ccoc23)c1	-0.6	-0.5	5	-0.1	2	0	-0.6	-0.4	-5	.	-1.5
COc1cccc(-c2nnc3sc(-c4ccccc4)nn23)c1	0.3	3.8	5	-1.0	5	0	-1.6	2.6	6	-0.4	7.7
Cc1c(CN2CCN(CC(C)(C)C)C(CCO)C2)[nH]c2ccccc12 (centres undefined)	0.7	0.6	-2	0.8	5	-4	0.2	0.0	1	0.9	-0.7
COc1ccc2cc1Oc1ccc(cc1)C[C@H]1c3c(cc4c(c3Oc3cc5c(cc3OC)CCN(C)[C@@H]5C2)OCO4)CCN1C	0.0	-5.2	-2	-1.0	-5	-4	-0.8	-2.8	-7	-0.4	-1.3
O=[N+]([O-])c1ccc(O)c(CNCc2ccccc2)c1	0.4	1.8	3	1.7	-1	-4	0.1	-3.7	-3	0.5	-0.4
COCCCNC(=O)COC(=O)c1ccc(-c2nc3ccccc3s2)s1	2.6	1.5	-312	1.5	i	2	0.5	10	6	-1.7	-0.8
CCC(C)c1ccc(NC(=S)NCCn2cc(Cl)cn2)cc1 (centres undefined)	0.3	-0.6	3	-1.3	8	-1	-2.0	0.7	-3	0.1	-1.2
Cc1cc(C)nc(Nc2ccc(C(=O)O)cc2)n1	1.0	4.2	-7	0.9	4	2	0.6	5.1	4	1.3	0.3
CC(C)Cn1c(SCC(=O)NC(=O)NC2CCCC2)nc2ccccc21	-0.5	-2.0	1	-1.5	3	-3	-2.2	0.8	-4	-2.0	-1.4
CCN1CCN(c2ccc(S(=O)(=O)N3CCOCC3)cc2NC(=O)c2sccc2C)CC1	-0.2	2.7	-4	-0.1	-10	1	-1.1	-0.3	2	1.2	1.2
CC(C)C(CCNC1CCN(C)CC1)c1ccc(Cl)cc1 (centres undefined)	0.1	1.3	-7	0.7	-5	2	-1.0	-2.2	-31	-1.7	-0.5
CCCN1CCN(C(=O)c2ccccc2-c2nc3ccccc3s2)CC1	-0.1	1.6	-7	0.5	-4	1	-1.1	-3.2	3	-0.5	0.7
C=CCNS(=O)(=O)c1ccc(N2C(=O)c3ccccc3C2=O)cc1	-0.4	-0.1	2	-0.9	0	-2	-0.8	0.8	0	-0.1	-2.0
O=C(O)COCC(=O)Nc1ccc(-n2nc(C(F)(F)F)cc2-c2cccs2)cc1	0.4	-0.1	-3	-1.2	-2	-1	-1.5	1.0	-1	.	0.1
CCC(C)NC(=O)COC(=O)c1csc2c1CCCC2 (centres undefined)	-0.5	1.6	-1	-2.1	2	0	-1.8	-1.9	2	-0.8	-2.9
O=C(COc1cccc(Br)c1)Nc1ccc(N2CCOCC2)cc1N1CCOCC1	-0.5	2.7	-5	-0.1	-18	-2	-1.7	-1.3	1	-0.6	-1.0
Cc1ccc(S(=O)(=O)c2cccc(S(=O)(=O)N3CCOCC3)c2)cc1S(=O)(=O)N1CCOCC1	0.6	0.8	-4	-0.2	-5	-1	-2.0	-0.7	1	-0.4	1.5
O=C(CCCC(=O)N/N=C/c1ccccc1C(=O)O)N/N=C/c1ccccc1C(=O)O	0.2	-0.1	-3	-1.9	1	1	-1.9	-2.8	3	0.4	0.8
COc1ccc(/C(O)=C2\C(=O)C(=O)N(Cc3ccco3)C2c2ccc(OC)cc2OC)cc1 (centres undefined)	-0.3	1.2	-3	-0.4	0	-2	-0.7	2.0	.	-0.4	1.5
Cc1cccc(NC(=O)c2cccs2)n1	0.1	1.6	-3	0.5	-6	4	-0.6	5.8	3	1.2	2.2
CCc1nc(Nc2ccc(OC)c(OC)c2)c2nnn(Cc3ccccc3Cl)c2n1	-0.4	-4.2	-3	0.0	-5	0	-1.5	0.5	6	0.0	-1.4
CCOc1ccccc1C(=O)NCC(=O)N(C)Cc1ccccc1C	-0.8	0.6	-2	-3.6	1	-1	-1.2	-3.0	1	0.8	-1.9
Cc1nc2cc(N3CCN(C)CC3)c(NC(=O)Cc3ccccc3)cc2c(=O)n1Cc1ccccc1	-2.0	-7.4	-17	-5.0	-44	-5	-2.4	-11	6	-2.8	0.6
CCCc1nnc(NC(=O)C2CCN(C(=O)c3ccco3)CC2)s1	0.0	-0.3	-3	-1.0	-4	1	-1.2	0.6	-9	0.3	0.1
CCOC(=O)N1CCN(CC(O)COCCC23CC4CC(CC(C4)C2)C3)CC1 (centres undefined)	-0.1	3.0	-3	-1.4	1	-2	-1.4	1.2	12	0.2	0.3
CC(=O)Nc1ccc(S(=O)(=O)N=S(C)(C)=O)cc1	-0.4	0.9	-4	-1.1	0	4	-1.3	0.4	1	0.6	-1.6
Cc1ccc(CCNC(=O)c2ccc(CS(=O)(=O)c3ccccc3C)o2)cc1	-0.7	-1.2	-1	-2.2	7	-2	-1.0	-1.7	-1	-0.3	-2.7
COCCNC(=O)c1cc2nc(-c3ccccc3)cc(C)n2n1	1.6	1.2	-46	1.0	-126	0	-0.9	-0.2	-5	0.6	-0.4
O=C(NN1CCN(Cc2ccccc2)CC1)c1ccc(Cl)cc1	-0.4	-1.4	-1	-1.6	-7	0	-2.4	-2.1	2	1.4	-1.9
COc1ccc(S(=O)(=O)N2CCN(C)CC2c2ccccc2)cc1 (centres undefined)	1.0	-0.3	-8	-0.4	-7	0	-1.1	-2.4	-1	0.3	-2.0
COc1ccc(/C=N\NC(=O)c2ccc(Cn3cc(Br)c([N+](=O)[O-])n3)o2)c(OC)c1C	0.1	5.5	-2	-0.4	-9	-4	-1.6	2.3	6	0.7	-2.1
CCOC(=O)Cc1nnc(Nc2cccc(C)c2)c2ccccc12	-0.6	-1.5	0	-1.6	-2	-2	-1.0	-0.9	-4	-0.7	-1.3
CCOc1ccc2c(CC)cc(=O)oc2c1OCC	-0.3	0.2	-28	-2.5	-95	1	-1.7	-0.9	0	0.2	-3.2
CN(CC(=O)Nc1ccc(N2CCOCC2)cc1)C(=O)CCCOc1ccc(Cl)cc1Cl	-2.8	-0.6	0	-1.9	4	-1	-1.0	-0.8	9	-1.3	1.8
O=C(Nc1ccc(OC(F)(F)F)cc1)Nc1cccc([N+](=O)[O-])c1	-3.8	-12	7	-5.0	13	-11	-2.3	-5.3	9	-5.3	-2.5
CC(=O)C1(C)C(=O)N(c2ccc(F)cc2)C(=O)N1c1ccc(F)cc1 (centres undefined)	-0.6	1.1	-7	-0.4	-9	-3	-0.7	-0.4	0	-0.5	-1.7

Later entries:
Molecule	DAX1 inh-1	GAA850 FXN act	ADAM17 inh	hcDAF-12 act	ADAM10 inh	SMARCA2 activ	ssDAF-12 act	hgDAF-12 ag	GC-A act	DAX1 inh-2	PG9 Ab binder
Cc1ccc(S(=O)(=O)N2CCC(C(=O)NNC(=O)c3ccncc3)CC2)cc1	-0.4	0.1	2	-1.9	1	-2	-1.4	-5.3	-2	2.2	-0.9
O=C(/C=C/c1ccc([N+](=O)[O-])cc1)c1ccccc(=O)c1O	-6.3	9.5*	12*	-1.5	25*	-7	-1.2	-11	-7	-5.8	-1.3
COC(=O)CSC1=C(C#N)C(c2sccc2C)CC(=O)N1 (centres undefined)	-1.3	0.0	-4	-1.1	-4	0	-1.0	-1.5	1	0.8	-3.8
Cc1ccc(S(=O)(=O)NC(Cc2ccc(Cl)cc2)C(=O)O)cc1 (centres undefined)	0.1	1.3	-5	-1.1	-2	-3	-0.6	-1.6	1	0.7	-1.3
